aSyn yeast inh: qHTS of alpha-syn Inhibitors; Yeast expressing alpha-synuclein, growth rescue, BacTiter-Glo, 24 h; Potency, µM (series often up to 46.1 µM), without a hit: at the highest dose growth rescue (activation), most hits filed as activators; 0.14% of 370,000 active; note: potency is the fitted concentration of half-maximal effect; % of control where 0% means no effect; nearly all actives have a fitted effect of over 65% in size
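Readout is rescue of growth in alpha-synuclein-expressing yeast, so inhibitors of toxicity appear as activators. Growth after 24 hr at 30 deg C in galactose medium is quantified by luminescence.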
D3 antag: qHTS of D3 Dopamine Receptor Antagonist: qHTS; D3R cells, DiscoveRx beta-arrestin luminescence, antagonist mode; stronger effect = lower value; max response, negative = inhibition, %; 2.5% of 360,000 active; in the data active = max response below about -50%; inconclusive = no clear call, values can overlap the other calls; note: % is set by controls: 0 for no effect and ±100 for the full control effect; mostly tested at two doses, the higher about 12 µM
Target sequence (P35462 whole entry, looked up): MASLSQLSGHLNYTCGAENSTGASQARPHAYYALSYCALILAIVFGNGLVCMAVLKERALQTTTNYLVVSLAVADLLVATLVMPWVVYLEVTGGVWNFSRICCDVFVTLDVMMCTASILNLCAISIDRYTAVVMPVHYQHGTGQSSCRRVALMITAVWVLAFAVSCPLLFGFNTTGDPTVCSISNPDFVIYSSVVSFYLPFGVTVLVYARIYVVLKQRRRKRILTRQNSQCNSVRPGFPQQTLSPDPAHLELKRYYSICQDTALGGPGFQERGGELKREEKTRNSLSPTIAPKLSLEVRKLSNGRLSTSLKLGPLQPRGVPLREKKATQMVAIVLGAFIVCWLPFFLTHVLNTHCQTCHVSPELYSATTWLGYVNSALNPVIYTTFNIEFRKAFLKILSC
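Cells expressing the human receptor were seeded at 1500 cells/well, incubated overnight at 37 degrees C in 5% CO2, then exposed to library compounds with dopamine controls for 90 minutes at 37 degrees C before luminescent detection.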
DRD3 agonist: qHTS of D3 Dopamine Receptor Agonist: qHTS | D3R DiscoveRx beta-arrestin cells, luminescence, 90 min | max activation, % | 0.58% of 410,000 active | AID 652048, 2013; in the data active = max activation above about 30%; note: 0% is about no effect; mostly tested at two doses, the higher about 12 µM
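Agonist mode: compounds and dopamine controls were applied to plated cells for 90 min at 37 degrees C after an overnight attachment at 1500 cells/well. Luminescent read-out followed 30 - 60 minutes at room temperature with DiscoveRx detection reagent.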
EPAC2 ag: qHTS for Agonist of cAMP-regulated guanine nucleotide exchange factor 4 (EPAC2): primary screen; Rap guanine nucleotide exchange factor 4 (Homo sapiens), Q8WZA2; EPAC2 activation, biochemical qHTS; response scale: 100% = 6.5 mM cAMP response; Potency, µM (series often up to 154 µM), inactives show at the top dose activation, most hits filed as activators; 0.079% of 360,000 active; note: potency is the fitted concentration of half-maximal effect; nearly all actives have a fitted effect of over 50% in size
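EPAC2 (100 nM) mixed with Rap1B loaded with BODIPY-GDP (250 nM) plus 50 uM unlabeled GDP; compounds pinned in, 5 min RT, then read every 5 min for 30 min (ex 480, em 540 nm). Normalized to cAMP control.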
FUS yeast rescue: qHTS for Suppressors of FUS Proteinopathy: Primary screen using FUS-linked yeast assay | 0.24% of 390,000 active | Potency, µM (top dose mostly 76.6 µM), inactives show top-dose growth rescue (activation), most hits filed as activators | S. cerevisiae FUS-expressing, growth rescue, OD600, 24 h;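 note: potency is the fitted concentration of half-maximal effect; plate controls were DMSO vehicle for no effect and reference control for full effect; nearly all actives have a fitted effect of over 55% in size; some results filed as inactive show a strong effect at the top dose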
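Yeast FUS proteinopathy model; galactose-induced FUS (2%), starting OD 0.005. Cpds in dilution series, 24hr, 30C, 99% humidity. Abs 600 nm growth. Pos ctrl CP55940 (top 92uM final); neg ctrl DMSO.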
EPAC2 antag: qHTS for Antagonist of cAMP-regulated guanine nucleotide exchange factor 2 (EPAC2): primary screen. Rap guanine nucleotide exchange factor 4 (Homo sapiens), Q8WZA2. EPAC2 GEF exchange of Rap1B-BODIPY-GDP, fluorescence. Potency, µM (top dose mostly 114 µM), inactives show at the top dose activity, negative = inhibition, hits mostly inhibitors. 0.18% of 360,000 active. AID 720708, 2013; note: potency is the fitted concentration of half-maximal effect; % is set by controls: 0 for no effect and ±100 for the full control effect; nearly all actives have a fitted effect of over 45% in size; many of its hits are not listed in these tables
Abeta rescue: qHTS for compounds that reverse cellular toxicity of Amyloid beta (A-beta) peptide in yeast: Primary Screen | AID 1347071, 2019 | yeast expressing A-beta42, growth rescue, OD600, 48 h; response scale: 0% DMSO, 100% iron-clioquinol control | 0.063% of 410,000 active | Potency, µM (series often up to 46.1 µM), for inactives: at the top dose growth rescue, hits mostly activators; note: potency is the fitted concentration of half-maximal effect; nearly all actives have a fitted effect of over 55% in size
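Growth rescue measured by 600 nm absorbance after 48 h yeast culture at 30 C with compound. Values normalized between DMSO and an equimolar ferric chloride plus clioquinol control.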
TDP43 rescue: qHTS of TDP-43 Inhibitors | AID 652104, 2013 | TDP-43 expressing yeast growth rescue, BacTiter-Glo, 24 h | Potency, µM (titrated, usually from 46.1 µM), for the others: top-dose growth rescue (activation), hits mostly activators | 1.8% of 410,000 active; note: potency is the fitted concentration of half-maximal effect; % of control where 0% means no effect; nearly all actives have a fitted effect of over 50% in size
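Luminescence from BacTiter-Glo reports growth of TDP-43-expressing yeast after 24 hr at 30 deg C with compound. Cells were raffinose-pregrown to mid-log, then seeded in galactose medium at OD600=0.02.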
An asterisk follows results filed as active; ? = inconclusive; · = no result given; & = joins results of further samples; [ ] = dose if it differs, or a comment. Unless noted, calls come from the whole dose curve; as a rule, active = well fitted curve in the direction sought with a large enough effect; inconclusive = small, poorly fitted or top-dose-only effect, or another doubt; inactive = no such curve, though single readings can be large; an effect the other way counts as inactive or inconclusive.

Key to letters – A = aSyn yeast inh; B = D3 antag; C = DRD3 agonist; D = EPAC2 ag; E = FUS yeast rescue; F = EPAC2 antag; G = Abeta rescue; H = TDP43 rescue
(1) CCn1c(SCC(=O)Nc2nonc2C)nnc1-c1ccco1
  A = -3%; B = 27; C = 2; D = 5%; E = 5%; F = -3%; G = 7%; H = 7%

(2) CC(C)(C)c1ccc(OCC(O)CN2CCCC2)cc1 (stereo unspecified)
  A = 5%; B = 1; C = -20; D = 10%; E = -7%; F = 12%; G = -9%; H = 13%

(3) O=C1OC(c2ccccc2)c2ccc3ccccc3c21 (stereo unspecified)
  A = 3%; B = -27; C = -1; D = 7%; E = ·; F = -17%; G = 6%; H = ?

(4) C=CCn1c(COc2ccccc2F)nnc1SCC(=O)Nc1cc2oc3ccccc3c2cc1OC
  A = 2%; B = 2; C = 5; D = -7%; E = 20%; F = 5%; G = 19%; H = 6%

(5) CSCC[C@H](NC(=O)OC(C)(C)C)C(=O)N1CCC(C(=O)N[C@@H](C)C(=O)NCc2ccc(F)cc2)CC1
  A = -2%; B = -15; C = 20; D = -6%; E = 18%; F = -1%; G = -23%; H = 2%

(6) CCOc1ccccc1NC(=O)CCS(=O)(=O)c1ccc(OC)cc1
  A = 1%; B = -6; C = -1&5; D = 6%; E = -22%&17%; F = 9%; G = -4%&-15%; H = 16%&8%

(7) Cc1ccc(C2NC(=NCc3ccccc3)Nc3nc(C)cc(=O)n32)cc1 (stereo unspecified)
  A = -9%; B = 0; C = -4; D = 1%; E = 8%; F = 2%; G = 9%; H = -12%

(8) COc1ccc(C(=O)ON=C(C)c2nccs2)cc1
  A = -1%; B = 0; C = -9; D = 12%; E = -9%; F = 2%; G = -42%; H = 0%

(9) N#Cc1nc(-c2ccc(OCc3ccc(Cl)cc3)cc2)oc1N1CCC(C(N)=O)CC1
  A = 4%&-2%; B = -18; C = -11; D = -1%; E = -15%; F = -3%; G = -6%; H = -12%

(10) Clc1ccc(Oc2nc3c(Cl)cccc3s2)cc1Cl
  A = -4%; B = 4; C = 0; D = 6%; E = -1%; F = 0%; G = -10%; H = -4%

(11) COc1ccc(-c2ccc(CN3C(C)C(=O)N(Cc4cn(CCC5OCCO5)nn4)CCS3(=O)=O)cc2)cc1 (stereo unspecified)
  A = -3%; B = -29; C = 3; D = 3%; E = ?; F = -12%; G = 4%; H = ?

(12) O=C(NC1CCCC1)C(c1ccccc1)n1c(-c2cccs2)nc2ccccc21 (stereo unspecified)
  A = 1%; B = -3; C = -13; D = 15%; E = 22%; F = -16%; G = 0%; H = 9%

(13) COCCNc1ncnc2c1cnn2Cc1ccccc1Cl
  A = -1%; B = 33; C = 0; D = 1%; E = -29%; F = 0%; G = -2%; H = 5%

(14) O=C(CN1C(=O)COc2ccc(S(=O)(=O)N3CCCCC3)cc21)NCCc1ccc(Cl)cc1
  A = ·; B = ·; C = -16; D = ·; E = -5%; F = ·; G = 15%; H = 23%

(15) Cc1ccc2nc(N(Cc3cccnc3)C(=O)COc3ccccc3)sc2c1
  A = ·; B = ·; C = -6; D = ·; E = 20%; F = ·; G = 19%; H = 0%

(16) Cc1cccc(CCNC(=O)C2CCC(CNS(=O)(=O)c3c(C)cc(C)cc3C)CC2)c1 (stereo unspecified)
  A = ·; B = ·; C = -3; D = ·; E = 18%; F = ·; G = 0%; H = -18%

(17) CCC(C)N(C(=O)COC(=O)c1cc([N+](=O)[O-])ccc1N)C1CCS(=O)(=O)C1 (stereo unspecified)
  A = 0%; B = 5; C = -4; D = -7%; E = ·; F = -21%; G = 9%; H = 17%

(18) COc1cccc(OCc2nnc3n2N=C(c2ccccc2)C(CC(=O)O)S3)c1 (stereo unspecified)
  A = -7%; B = 24; C = 7; D = 2%; E = 4%; F = -1%; G = 2%; H = -13%

(19) CCOc1cc(CNc2ccc(Br)cc2)cc(Br)c1OCC(=O)NC(C)(C)C
  A = 4%; B = -17; C = 5; D = -2%; E = 42%; F = -3%; G = -7%; H = -19%

(20) CC(=O)NNC(=O)CCn1c2c(c3ccccc31)CCCC2
  A = 4%; B = 5; C = 15; D = 0%; E = 17%; F = -7%; G = 3%; H = 2%

(21) COc1cc(OC)nc(/N=C/N(C)C)n1
  A = -3%; B = -19; C = -4; D = 4%; E = -9%; F = -2%; G = -7%; H = 18%

(22) O=C(CCNS(=O)(=O)c1cccc(C(F)(F)F)c1)NCc1ccco1
  A = -4%; B = 25; C = 2; D = 4%; E = -24%; F = 4%; G = -8%; H = 19%

(23) C=C(C(=O)c1ccccc1)C(CC(=O)c1ccccc1)c1ccccc1 (stereo unspecified)
  A = 12%; B = ?; C = -1; D = 14%; E = 1%; F = -2%; G = -5%; H = 16%

(24) COc1ccccc1C(=O)NNC(=O)c1ccc(C)cc1
  A = 3%; B = 5; C = 6; D = -1%; E = -6%; F = 7%; G = -14%; H = 20%

(25) CCOC(=O)Cc1cc(-c2ccc(OC)cc2)nc2ccc3ccccc3c12
  A = -18%; B = 34; C = 2; D = 7%; E = 27%; F = -14%; G = 0%; H = -8%

(26) COc1ccc(C(=O)Nc2ccc(S(=O)(=O)NC(C)C)cc2)cc1
  A = 2%; B = 17; C = -1; D = 1%; E = 18%; F = 6%; G = 21%; H = -13%

(27) OCCC1CN(Cc2cc3ccccc3o2)CCN1Cc1ccc(F)cc1 (stereo unspecified)
  A = 8%; B = ?; C = -23; D = 2%; E = -11%; F = -2%; G = 8%; H = 2%

(28) COc1cccc(-c2cc3nc(NCc4ccccc4F)n(C)c(=O)c3s2)c1
  A = 10%; B = -20; C = 3; D = 9%; E = -13%; F = -19%; G = -4%; H = 0%

(29) O=C(CCC1CCCN(C(=O)c2cc(C3CC3)[nH]n2)C1)N1CCN(c2ccccn2)CC1 (stereo unspecified)
  A = 4%; B = 1; C = -3; D = 3%; E = 17%; F = 4%; G = -6%; H = -10%

(30) O=C(Cn1cccn1)N1CCCC(N2CCN(Cc3ccc4c(c3)OCO4)CC2)C1 (stereo unspecified)
  A = -6%; B = 2; C = -6; D = 8%; E = -2%; F = -2%; G = 17%; H = 8%

(31) COc1ccc(S(=O)(=O)Nc2cccc(-c3ccc(N4CCCCCC4)nn3)c2)cc1
  A = ·; B = ·; C = 1; D = ·; E = ?; F = ·; G = -12%; H = 2%

(32) Cc1cccc(OC2CCN(Cc3nc(CC4CC4)no3)CC2)c1
  A = 0%; B = -4; C = 8; D = -1%; E = 2%; F = -6%; G = 21%; H = 18%

(33) CCCN(C(=O)Cn1ncc2c([nH]c3ccc(C)cc32)c1=O)c1ccccc1C
  A = ·; B = ·; C = -1; D = ·; E = 13%; F = ·; G = 15%; H = 0%

(34) CCOC(=O)CNC(=O)c1cccnc1Oc1ccc(Cl)cc1
  A = -5%; B = 24; C = 1; D = 8%; E = -1%; F = 3%; G = -6%; H = 17%

(35) O=C(Nc1ccc2c(c1)OCO2)C1CCN(C(=O)c2ccc([N+](=O)[O-])cc2)CC1
  A = 0%; B = -16; C = -1; D = 1%; E = 11%; F = 2%; G = -7%; H = -8%

(36) O/N=C/c1cc(Br)ccc1OCc1ccccc1F
  A = -6%; B = 26; C = 2; D = 15%; E = 5%; F = -4%; G = -16%; H = ?

(37) CN1C(=S)SC(/[N+]([O-])=C\c2cccs2)C1(C)C (stereo unspecified)
  A = -5%; B = 15; C = 1; D = 9%; E = 12%; F = 0%; G = -5%; H = 3%

(38) COc1cccc(NC(=O)CSc2cc(C)c3ccccc3n2)c1
  A = ·; B = ·; C = 5; D = ·; E = -21%; F = ·; G = -8%; H = 15%

(39) Cc1cc(=O)oc2ccc(OCC(=O)NCc3ccco3)cc12
  A = ·; B = 4; C = -7; D = -1%; E = 8%; F = 9%; G = 5%; H = 7%

(40) O=C(CCn1nnc(-c2cccs2)n1)N1CCc2ccccc2C1
  A = 16%; B = -15; C = -7; D = 5%; E = ·; F = -4%; G = -14%; H = ?

(41) Cc1cc(/C=C2/C(=O)N(C)C(=S)N2C)ccc1N1CCCC1
  A = -16%; B = -17; C = 8; D = 11%; E = ·; F = 4%; G = 10%; H = 23%

(42) CCC(=O)Oc1cc(C(C)(C)C)cc2cc(-c3nc(-c4ccc(OC)cc4OC)no3)c(=O)oc12
  A = ·; B = ·; C = -17; D = ·; E = -6%; F = ·; G = -17%; H = -3%

(43) CCOc1ccc(-n2nc(CO)c(C(=O)NCC(c3ccccc3)c3ccccc3)n2)cc1
  A = ·; B = ·; C = 3; D = ·; E = -7%; F = ·; G = 4%; H = 11%

(44) CS(=O)(=O)N(CC(=O)NC1CCCC1)Cc1ccc(F)cc1
  A = -8%; B = -21; C = 5; D = 10%; E = 6%; F = 10%; G = -4%; H = 7%

(45) C=CCNC(=O)c1ccc(-n2cccc2)cc1
  A = 0%; B = -7; C = 27; D = -3%; E = 24%; F = 15%; G = -4%; H = -6%[0.397 µM]

(46) O=C(CSc1nnc(Cn2c(=O)sc3ccccc32)n1CCc1ccccc1)N1CCOCC1
  A = 5%; B = 16; C = 3; D = -1%; E = 35%; F = -7%; G = 24%; H = -6%

(47) C[C@@H]1CN([C@@H](C)CO)S(=O)(=O)c2ccc(-c3ccccc3)cc2O[C@@H]1CN(C)Cc1ccccc1C(=O)O
  A = -5%; B = 10; C = 3; D = 2%; E = 28%; F = 8%; G = -4%; H = ?

An excerpt (hit frequency here may not be typical).
